# RAD54 branch – blocks human RAD54 Holliday junction branch migration; FAM/BHQ fluorescence; inhibition, % at 10.4 µM; 360,000 tested, 0.14% active;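 active = mean normalized replicate activity at least 40 and at least half of replicates scoring 40 or more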;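 also: 0% = median of neutral control wells and 100% = median of positive control wells; inhibitors cause a drop in the FAM fluorescence signal; in these data hits start at about 50%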
# XiGFP reactiv – activators of X-chromosome reactivation in mouse fibroblasts; XiGFP mouse fibroblasts, % GFP-positive cells imaging, 3 d; cells co-treated with 5-aza-dC sensitizer; scaled so ellipticine positive control = 100%; activation, % at 7.58 µM; 360,000 tested, 0.055% active; AID 743238;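 active = mean normalized replicate activation at least 10% and every replicate at or above 10%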;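 also: 0% = median of on-plate neutral control wells and 100% = ellipticine 6 µM median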
#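 System: SV40-immortalized XiGFP fibroblast cells, line 68-5-11 / Incubation: 3-day compound exposure, then 15 min fixation at room temperature / Compound: single concentration per compound, delivered by pin transfer / Buffer or medium: DMEM plus 5-aza-dC sensitizer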
# RAD52 inh – blocks human RAD52 DNA annealing. inhibition, % at 18.7 µM. P43351. recombinant RAD52 DNA annealing, FRET fluorescence. AID 651710. 360,000 tested, 0.46% active;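 active = every replicate showing at least 50% inhibition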
# Target sequence (P43351 whole entry, looked up): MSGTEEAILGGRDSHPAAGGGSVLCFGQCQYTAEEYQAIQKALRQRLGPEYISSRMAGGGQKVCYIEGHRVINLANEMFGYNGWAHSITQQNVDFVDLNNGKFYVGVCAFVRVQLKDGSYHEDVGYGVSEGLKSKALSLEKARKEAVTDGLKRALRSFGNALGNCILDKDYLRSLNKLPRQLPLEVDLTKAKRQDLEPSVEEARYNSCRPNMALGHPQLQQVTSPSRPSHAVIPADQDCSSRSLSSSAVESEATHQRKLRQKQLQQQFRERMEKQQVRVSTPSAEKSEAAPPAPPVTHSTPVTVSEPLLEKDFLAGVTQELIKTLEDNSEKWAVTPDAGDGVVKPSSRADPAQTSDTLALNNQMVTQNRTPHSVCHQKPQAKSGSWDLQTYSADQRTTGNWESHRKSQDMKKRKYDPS
# FN deposition inh – fibronectin deposition inhibition. 350,000 tested, 0.086% active. AH1F fibroblasts, Alexa488-fibronectin deposition fluorescence, overnight. inhibition, % at 12.6 µM;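 active = mean inhibition across replicates of 30% or more, regardless of how many single replicates reach that level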;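 also: positive control wells lacked labelled fibronectin entirely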
#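 Material: AH1F fibroblast monolayer depositing Alexa488-labelled fibronectin into matrix / Amount: 10000 AH1F cells per well / Signal: fluorescence 485/525 nm / Medium: DMEM, 2% serum / Compound: single dose, pinned / Incubation: 1 h cell adhesion before compound, then overnight fibronectin incubation / Reagent: Alexa488-FN, 24 nM final / Read-out: inhibition of fibronectin deposition signal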
# S100A4 inh HTS – inhibitors of human S100A4 binding to myosin IIA peptide; 360,000 tested, 0.14% active; S100A4/TAMRA-MyoIIA peptide fluorescence polarization; inhibition, % at 10.7 µM;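 active = mean inhibition of at least 70% across replicates, with every replicate also reaching that level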
# Target sequence (P26447 whole entry, looked up): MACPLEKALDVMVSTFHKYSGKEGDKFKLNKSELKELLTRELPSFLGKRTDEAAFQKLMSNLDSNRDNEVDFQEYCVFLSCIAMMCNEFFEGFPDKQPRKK
#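 Test system – S100A4 monomer (human) · Compound – single-point compound testing · Schedule – 5 min incubation before reading · Probe or stimulus – TAMRA-labelled myosin IIA heavy-chain peptide probe, 5 nM · Benchmarks – neutral control DMSO, positive control TFP · Medium – Calcium-containing HEPES buffer, pH 7.2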
# E-selectin induc – E-selectin induction on HUVECs. HUVEC E-selectin immunofluorescence imaging; normalized: neutral wells 0, TNF-alpha wells 100. 260,000 tested, 0.37% active. activation, % at 7.58 µM. P16581;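 active = mean E-selectin-positive cell signal at least 10% of the positive control, reached in at least 60% of replicates, without over 20% cell loss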;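 also: in these data hits start at about 27%; measured in HUVEC primary endothelial cells; signal is the percent of cells scored E-selectin positive by PE staining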
#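 Read-out: % PE-positive cells | Test system: HUVEC | Doses: One compound dose added by pin transfer | Buffer or medium: EGM-2 over gelatin coat | Signal: Immunofluorescence imaging | Benchmarks: TNF-alpha, DMSO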
# esBAF inh – blocks esBAF chromatin remodeling in mouse ES cells | 350,000 tested, 2% active | Bmi1-luciferase knock-in reporter, 24 h; 100% = twice the neutral-well signal | AID 602393 | reporter increase, % at 12.5 µM; in the data active = activation above about 40%;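 also: 0% = median of the plate's neutral control wells and 100% = double that signal; a rise in the Bmi1 reporter signal indicates esBAF inhibition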
# EWS-Fli block – EWS/Fli transcriptional activity inhibition; 350,000 tested, 0.67% active; A673 NR0B1-luciferase reporter, viability-normalised; AID 651661; inhibition, % at 12.6 µM;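 active = mean inhibition of at least 50% after viability correction, with every replicate also passing that limit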;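 also: firefly luciferase signal divided by Alamar Blue viability fluorescence both relative to DMSO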
# * marks the source's active call; other numbers are inactive results; . = not tested or not shown.
# The line under a structure holds: RAD54 branch	XiGFP reactiv	RAD52 inh	FN deposition inh	S100A4 inh HTS	E-selectin induc	esBAF inh	EWS-Fli block
Fc1ccccc1N=C1NN=C(c2ccccc2)CS1
 : 0	-0.2	-7	-13	5	-0.4	53*	15
C[C@@H]1CCCCO[C@H](CN(C)Cc2ccc(C(F)(F)F)cc2)[C@H](C)CN([C@H](C)CO)C(=O)c2cc(NC(=O)Nc3ccc(C(F)(F)F)cc3)ccc2O1
 : -6	0.0	.	-6	.	0.5	-3	-13
CCCC#Cc1ccc([C@@H]2[C@@H](CO)N3C(=O)CN(C(=O)c4ccccn4)C[C@H]23)cc1
 : .	0.3	-5	.	5	1.3	.	1
CC(=O)N1CC2(C1)[C@H](c1ccc(-c3ccc(F)cc3)cc1)[C@H](CO)N2CC1CC1
 : .	0.1	-10	7	-4	-0.1	.	5
CCCNC(=O)N1CC2(C1)CN(C(=O)NC1CCCC1)[C@@H](CO)c1[nH]c3cc(OC)ccc3c12
 : .	0.1	2	-13	-1	-0.1	.	-2
CCOC(=O)C1CSC2(CCC(c3ccccc3)CC2)N1 (stereo unspecified)
 : .	0.0	1	3	2	.	.	4
COc1ccc2c3c([nH]c2c1)[C@H](CO)N(C)CC31CN(C(=O)c2cccnc2)C1
 : .	0.3	9	.	-41	-0.1	.	-17
C[C@@H]1CN([C@H](C)CO)C(=O)c2cc(NC(=O)C3CC3)ccc2O[C@@H]1CN(C)S(C)(=O)=O
 : -3	0.2	-3	.	-12	0.1	4	1
O=C(Nc1ccccc1F)N[C@H]1CC[C@H](CCNC(=O)C2CC2)O[C@H]1CO
 : -1	0.3	-7	-25	-6	0.1	-1	0
COc1ccc(CN(CCC(c2ccccc2)C2CCOC(C)(C)C2)C(C)=O)cc1 (stereo unspecified)
 : -9	-0.1	-7	11	-6	-1.3	.	-3
O=C1C=C(c2ccc3ncccc3c2)C[C@@H](c2ccc(Cl)cc2)C1
 : -4	0.0	-15	16	10	0.3	5	9
CC(C)(C)Cc1c(-c2ccc(Br)cc2)nc2ccc(Br)cn12
 : -13	-0.2	-14	-7	8	0.1	17	-31
C[C@H]1CCCCO[C@@H](CN(C)C(=O)CCC(F)(F)F)[C@@H](C)CN([C@@H](C)CO)C(=O)c2cc(NC(=O)C3CCCCC3)ccc2O1
 : -8	0.2	-2	6	-10	0.1	3	5
Cc1cccc(S(=O)(=O)N[C@@H]2CC[C@@H](CCNC(=O)Nc3cc(F)ccc3F)O[C@@H]2CO)c1
 : 1	0.5	-1	-7	-1	-0.1	11	-5
COCCNC(=O)C[C@H]1C[C@@H]2c3cc(NS(C)(=O)=O)ccc3O[C@@H]2[C@@H](CO)O1
 : 10	-0.1	-7	-6	0	-0.3	-3	2
Cc1ccccc1NS(=O)(=O)c1nnc(NC(=O)CC(C)C)s1
 : -9	0.2	-2	-5	2	0.6	0	12
O=C(NCCCn1cccn1)c1cc(COc2ccc(F)cc2Cl)on1
 : .	-0.1	1	6	0	.	.	-1
Cc1cn(C2CCCCC2)c(=O)n(-c2ccccc2)c1=O
 : .	0.0	2	-3	1	0.1	3	-4
COc1ccc(S(=O)(=O)N2CCOCC2)cc1NC(=O)CN1C(=O)CN(C)C1=O
 : -2	0.1	-9	3	0	-0.6	0	-7
O=c1c(-c2ccccc2)cnc2n1CCS2
 : .	-0.2	2	26	-1	-2.6	.	-6
O=S(=O)(NC1CCCCC1)c1ccc(Br)s1
 : 17	0.2	-2	0	-2	.	-5	-6
Cc1[nH]n2cnnc2c(=O)c1Br
 : .	0.0	-4	-9	-2	11	.	-9
Cc1cccc(C(=O)Nc2ccc(C(=O)N/N=C/c3ccc(C)o3)cc2)c1
 : -7	0.3	-19	0	-6	15	-4	2
O=c1[nH][nH]c(=O)c2nc(Nc3ccccc3)ncc12
 : -13	0.0	-13	5	-3	-0.4	-4	-5
C=CCN1C(c2ccc(Br)cc2)=CS/C1=C(/C#N)c1nnc(N2CCOCC2)n1-c1ccccc1
 : .	0.1	-5	-2	4	-4.3	.	14
O=C(NCc1cccs1)C1CCCN1C(=O)Nc1ccc(F)cc1 (stereo unspecified)
 : 1	0.0	-15	-4	-2	14	-3	5
CCC(CC)C(=O)N(C)c1c(C)nc2c(OCCOc3ccccc3)cccn12
 : -8	0.1	-11	5	2	0.0	-4	12
Cc1noc(C)c1NC(=O)N[C@H]1CC[C@@H](CC(=O)Nc2ccc(-c3ccccc3)cc2)O[C@H]1CO
 : -2	-0.2	5	5	10	0.3	-12	-27
OC[C@@H]1[C@@H](c2ccc(C#Cc3ccccc3)cc2)[C@H]2CN(Cc3cncnc3)CCCCN12
 : -2	0.2	14	.	-8	-0.3	.	-17
C[C@@H]1CN([C@H](C)CO)C(=O)Cc2cc(NC(=O)Nc3ccc(F)cc3)ccc2O[C@@H]1CN(C)Cc1ccc(C(=O)O)cc1
 : -9	-0.1	3	.	5	-13	0	-12

# esBAF inh, entries above that show a hit
Structure	RAD52 inh	S100A4 inh HTS	esBAF inh
Fc1ccccc1N=C1NN=C(c2ccccc2)CS1	-7	5	53*

# The listing picks up with the 2 entries that preceded the break.
# The line under a structure holds: RAD54 branch	XiGFP reactiv	RAD52 inh	FN deposition inh	S100A4 inh HTS	E-selectin induc	esBAF inh	EWS-Fli block
OC[C@@H]1[C@@H](c2ccc(C#Cc3ccccc3)cc2)[C@H]2CN(Cc3cncnc3)CCCCN12
 : -2	0.2	14	.	-8	-0.3	.	-17
C[C@@H]1CN([C@H](C)CO)C(=O)Cc2cc(NC(=O)Nc3ccc(F)cc3)ccc2O[C@@H]1CN(C)Cc1ccc(C(=O)O)cc1
 : -9	-0.1	3	.	5	-13	0	-12
Cc1noc(C)c1S(=O)(=O)Nc1ccc2c(c1)CC(=O)N([C@@H](C)CO)C[C@H](C)[C@@H](CN(C)Cc1ccc(Oc3ccccc3)cc1)O2
 : 2	0.0	.	3	.	0.1	-2	3
CCOc1ccc(NC(=O)CN(C)C(=O)CC2CCCC2)cc1OCC
 : 1	0.3	-20	-7	0	.	-11	-9
CCOc1cc(N2CCOCC2)c(OCC)cc1NC(=O)COC(=O)c1ccccc1OC(F)F
 : -2	0.0	5	2	-4	-0.6	-8	3
O=C(Nc1cccc(C(F)(F)F)c1)C1Cc2c(-c3ccccc3)ccnc2O1 (stereo unspecified)
 : 1	0.3	-1	11	3	1.5	-1	13
NS(=O)(=O)c1ccc(NC(=S)N2CCC(O)CC2)cc1
 : .	0.4	-15	10	-12	0.6	.	-1
Cc1ccc(S(=O)(=O)N2CCOCC2)cc1NC(=O)COC(=O)/C=C/c1ccco1
 : 4	0.3	-22	2	-3	0.5	-16	3
Oc1ccc(Cl)cc1-c1cc(-c2ccccc2)n[nH]1
 : -10	0.2	10	8	-15	0.1	27	-28
CC(=O)Oc1ccc2c(=O)oc(-c3ccc([N+](=O)[O-])cc3)nc2c1
 : .	0.0	-8	-2	4	0.1	-3	-15
C[C@H](CO)N1C[C@H](C)[C@@H](CN(C)S(=O)(=O)c2ccc(F)cc2)Oc2ccc(NC(=O)Cn3cnnn3)cc2C1=O
 : -2	-1.0	-21	.	-13	-0.1	3	-6
OC[C@H]1[C@@H](c2ccc(C#Cc3ccccc3F)cc2)[C@@H]2CN(Cc3cncnc3)CCCCN12
 : -17	0.0	16	.	-9	-0.1	4	-17
CCOC(=O)c1c(CN(C)C)n(C)c2c(O)c(N=NC(N)=O)c3ccc(Br)cc3c12
 : 58*	0.2	101*	-11	-2	.	-6	30
CC1(C)C2CCC1(C)C(OC(=O)CNc1ccccc1)C2 (stereo unspecified)
 : 2	0.0	-4	-1	-7	.	.	-2
Cc1ccccc1NC(=O)CN1CCN(Cc2ccccc2)CC1
 : -2	0.0	-7	4	0	.	-6	15
Cc1ccc(Nc2ccc(C(=O)NC3CCCCC3)cn2)cc1
 : 1	0.0	-10	-17	-5	-0.6	-4	-34
COc1cc(OC)cc(C2=Cc3ccccc3C(CC(=O)c3ccco3)N2c2ccc(-c3cncnc3)cc2)c1 (stereo unspecified)
 : .	0.1	-22	.	10	1.1	.	0
O=C(NCc1ccccc1)c1ccc(Br)cc1
 : 6	0.0	-7	-16	-2	1.4	13	-20
Cc1ccc(CN2CCN(Cc3cccn3-c3nccs3)CC2CCO)cc1 (stereo unspecified)
 : .	.	-2	8	-5	1.5	.	14
CCOc1ccc(S(=O)(=O)c2c[nH]c3ccc(C)cc3c2=O)cc1
 : -2	0.1	-4	-3	1	0.2	-8	5
CC(NC(=O)c1ccco1)c1nc(-c2ccc(Cl)cc2)no1 (stereo unspecified)
 : -2	0.3	-1	-6	-9	.	-2	-5
CCNC(=S)NNc1ccccc1
 : -3	-0.1	-6	2	-7	.	.	9
O=C(O)CCCC(=O)Nc1ccc(Oc2ncnc3cc(Cl)ccc23)nc1
 : -10	0.1	-13	-5	1	0.0	-2	2
C/C=C/c1ccc2c(c1)O[C@H](CN(C)CC1CC1)[C@H](C)CN([C@H](C)CO)S2(=O)=O
 : .	0.4	.	-13	.	-0.2	2	-3
N#C[C@H]1[C@@H](c2ccc(C#Cc3cccc(F)c3)cc2)[C@@H](CO)N1C(=O)C1CCCC1
 : 7	-0.1	-5	-2	-4	-0.1	-1	-22
NCCS(=O)(=O)NC1CCCCC1
 : .	0.0	-14	-4	-5	.	.	-5
NC(=O)c1ccc(-n2nc(C(F)(F)F)c3c2CCCC3)cc1
 : .	-0.1	-8	-4	2	0.4	.	5
COc1cc(C(=O)NCC(=O)NCC2COc3ccccc3O2)cc(OC)c1OC (stereo unspecified)
 : -2	0.2	-3	6	-4	-0.1	-5	-2
CCc1cccc(NC(=O)C2CCCN2S(=O)(=O)c2ccc3c(c2)CC(C)N3C(C)=O)c1 (stereo unspecified)
 : -1	0.2	-11	5	2	0.0	1	0
Cc1cccc(NC(=O)c2ccc(NCCc3ccccc3)c([N+](=O)[O-])c2)c1
 : .	2.7	-351	2	2	6.8	.	7
CCOC(=O)C1(Cc2ccc(Cl)cc2)CCN(C(=O)c2ccoc2)CC1
 : .	0.0	13	.	15	.	.	4
Cc1ccc(NC(=O)c2nc[nH]c2C(=O)N[C@H](C)c2ccccc2)cc1
 : 5	0.0	.	4	.	0.0	-74	4

# Further structures follow:
# The line under a structure holds: RAD54 branch	XiGFP reactiv	RAD52 inh	FN deposition inh	S100A4 inh HTS	E-selectin induc	esBAF inh	EWS-Fli block
C[C@H](CO)N1C[C@H](C)[C@H](CN(C)C(=O)Nc2ccc3c(c2)OCO3)Oc2ccc(NC(=O)CCC(F)(F)F)cc2CC1=O
 : 6	0.2	-8	.	4	-2.1	-14	-8
C=CCNC(=O)CN1CCC(c2nc3cc(C)c(C)cc3[nH]2)CC1
 : 15	0.0	-13	3	2	0.1	-4	2
CC(=O)c1c(C)nc2ccc(C)cc2c1-c1ccccc1
 : -2	-0.1	-12	3	-2	0.2	-7	2
CC(NC(=O)C(=O)N1CCOCC1)C(c1cccs1)N1CCN(c2ccccc2F)CC1 (stereo unspecified)
 : 3	0.0	3	-1	-4	.	-4	6
CCn1c(C)cc(C(=O)CSc2nnnn2C2CCCC2)c1C
 : -8	0.0	-7	6	2	.	-11	-38

# Bioassay records deposited in PubChem BioAssay by Broad Institute.
